# Pol eta inh: blocks human DNA polymerase eta activity; Q9Y253; recombinant Pol eta, fluorescent DNA replication assay; Potency, µM (top dose mostly 114 µM), inactives show at the top dose activity change, negative = inhibition, most hits filed as inhibitors; 390,000 compounds, 1.2% hits; AID 588591; note: potency is the fitted concentration of half-maximal effect; % is set by controls: 0 for no effect and ±100 for the full control effect
#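 Fluorescent replication assay: 50 nM final substrate added after a 15 min room-temperature compound preincubation with 10 nM enzyme. Signal taken at 0 min and again at 10 min.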
# Pol kappa inh: inhibitors of human DNA polymerase kappa | Q9UBT6 | 400,000 compounds, 0.53% hits | Potency, µM (highest dose often 107 µM), inactives show top-dose activity, negative = inhibition, most hits filed as inhibitors | purified Pol kappa, fluorescent DNA synthesis assay, 10 min; note: potency is the fitted concentration of half-maximal effect; % is set by controls: 0 for no effect and ±100 for the full control effect
#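 Readout: fluorescence, taken kinetically at 0 and 10 min. Conditions: 10 nM Pol kappa, 15 min RT compound preincubation, 50 nM substrate final. Controls: enzyme-free buffer wells.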
# Pol iota inh: blocks human DNA polymerase iota activity | Q9UNA4 | Potency, µM (series often up to 115 µM), for the others: at the top dose activity, negative = inhibition, actives largely listed as inhibitors | Pol iota fluorescent replication assay, 10 min | AID 588590 | 390,000 compounds, 1% hits; note: potency is the fitted concentration of half-maximal effect
#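 Pol iota at 10 nM preincubated 15 min with compounds at room temperature; reaction started with fluorescent substrate, 50 nM final. Fluorescence read kinetically at 0 and 10 min; buffer-only wells as negative control.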
# RXFP1 antag: blocks the human relaxin receptor RXFP1; Q9HBX9; HEK293-RXFP1, relaxin-stimulated cAMP HTRF, 30 min; active compounds read low; activity change, negative = inhibition, % at 57.5 µM; 350,000 compounds, 0.59% hits; AID 1259400;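 active = activity change of -60% or lower, but not beyond a set lower limit; inconclusive = change between -60% and -40%, or beyond the set limit; inactive = change above -40%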; note: % is set by controls: 0 for no effect and ±100 for the full control effect
# Tb PGK inh: T. brucei PGK inhibition | PGK/GAPDH coupled, Kinase-Glo luminescence, 60 min | Potency, µM (doses to about 57.5 µM), for the others: at the highest dose activity change, negative = inhibition, actives largely listed as inhibitors | 380,000 compounds, 0.043% hits; note: potency is the fitted concentration of half-maximal effect; % is set by controls: 0 for no effect and ±100 for the full control effect; nearly all actives have a fitted effect of over 60% in size
#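 Luminescent ATP detection (Kinase-Glo Plus) follows a 60-minute room-temperature incubation, with wells lacking PGK as controls. Buffer: 100 mM TEA (pH 7.6), 5 mM MgCl2, 0.01% Tween-20. Coupling enzyme GAPDH (100 nM final) supplies unstable 1,3-BPG in-well.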
# Anesthetic bind: candidate novel general anesthetic via apoferritin binding. Potency, µM (highest dose often 77.5 µM), without a hit: at the top dose activity change, negative = displacement, actives largely listed as inhibitors. 350,000 compounds, 0.074% hits. apoferritin/1-aminoanthracene competitive binding, fluorescence; note: potency is the fitted concentration of half-maximal effect; % is set by controls: 0 for no effect and ±100 for the full control effect; nearly all actives have a fitted effect of over 20% in size
#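 Probe: 1-aminoanthracene (50% saturated, PBS). Protein: horse-spleen apoferritin, 10 uM. Incubation: 10 min, room temperature. Detection: 380 nm excitation, 535 nm emission. Analysis: normalized response, four-parameter Hill.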
# BLM inh: blocks DNA unwinding by human BLM helicase. Potency, µM (top dose mostly 56.1 µM), for the others: top-dose activity change, negative = inhibition, hits mostly inhibitors. 350,000 compounds, 0.2% hits. recombinant BLM DNA unwinding, fluorescence dequenching. AID 2528. P54132;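 note: potency is the fitted concentration of half-maximal effect; plate controls were vehicle for no effect and no enzyme for full effect; nearly all actives have a fitted effect of over 35% in size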
# Target sequence (P54132 whole entry, looked up): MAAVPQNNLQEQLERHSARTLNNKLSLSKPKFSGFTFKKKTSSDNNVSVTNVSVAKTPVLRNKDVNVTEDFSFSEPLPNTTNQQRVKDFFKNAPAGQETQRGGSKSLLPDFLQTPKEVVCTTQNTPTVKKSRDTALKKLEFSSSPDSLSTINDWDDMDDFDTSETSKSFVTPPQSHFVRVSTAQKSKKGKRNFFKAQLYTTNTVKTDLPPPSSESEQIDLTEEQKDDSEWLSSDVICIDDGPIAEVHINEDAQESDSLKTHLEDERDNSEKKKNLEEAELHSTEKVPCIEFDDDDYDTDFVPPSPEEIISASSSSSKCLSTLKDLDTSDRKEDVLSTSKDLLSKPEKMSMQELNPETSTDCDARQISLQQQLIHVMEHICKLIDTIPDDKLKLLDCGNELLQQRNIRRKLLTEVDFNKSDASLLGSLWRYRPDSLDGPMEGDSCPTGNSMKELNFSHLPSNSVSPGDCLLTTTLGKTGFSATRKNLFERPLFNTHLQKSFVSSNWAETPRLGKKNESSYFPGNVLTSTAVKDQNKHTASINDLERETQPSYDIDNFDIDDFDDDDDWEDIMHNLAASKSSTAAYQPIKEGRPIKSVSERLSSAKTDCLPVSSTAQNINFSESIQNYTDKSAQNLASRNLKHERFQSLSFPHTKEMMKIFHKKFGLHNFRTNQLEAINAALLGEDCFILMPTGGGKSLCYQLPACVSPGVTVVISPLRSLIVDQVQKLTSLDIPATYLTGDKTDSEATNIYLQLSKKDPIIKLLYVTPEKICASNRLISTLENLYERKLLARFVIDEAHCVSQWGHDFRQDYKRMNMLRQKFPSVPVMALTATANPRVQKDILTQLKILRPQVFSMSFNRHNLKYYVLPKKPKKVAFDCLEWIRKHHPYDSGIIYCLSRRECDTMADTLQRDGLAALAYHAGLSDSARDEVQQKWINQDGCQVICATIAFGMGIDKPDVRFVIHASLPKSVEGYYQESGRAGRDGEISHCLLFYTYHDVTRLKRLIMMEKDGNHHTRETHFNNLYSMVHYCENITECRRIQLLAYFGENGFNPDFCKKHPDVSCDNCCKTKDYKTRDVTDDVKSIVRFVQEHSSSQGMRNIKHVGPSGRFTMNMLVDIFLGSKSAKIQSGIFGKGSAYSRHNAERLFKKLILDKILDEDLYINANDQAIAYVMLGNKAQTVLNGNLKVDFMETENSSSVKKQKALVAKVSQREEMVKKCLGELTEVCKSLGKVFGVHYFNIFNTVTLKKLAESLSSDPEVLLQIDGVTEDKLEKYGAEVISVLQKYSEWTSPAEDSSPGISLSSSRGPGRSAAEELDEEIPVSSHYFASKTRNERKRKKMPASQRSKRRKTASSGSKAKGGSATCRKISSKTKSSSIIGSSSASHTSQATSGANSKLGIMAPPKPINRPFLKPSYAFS
# Pol beta inh: inhibitors of human DNA polymerase beta; 340,000 compounds, 1.3% hits; Pol beta primer extension/strand displacement, fluorescence kinetic; Potency, µM (doses to about 114 µM), without a hit: at the top dose activity change, negative = inhibition, usual class: inhibitors; AID 485314; note: potency is the fitted concentration of half-maximal effect; % is set by controls: 0 for no effect and ±100 for the full control effect
#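 10 nM enzyme + cpd, 15 min RT; start with substrate 50 nM final; read 0 min and after 10 min RT. Corrected, normalized data; 4-parameter Hill curve fit.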
# APEX1 inh: APE1 (human) endonuclease inhibition; P27695; recombinant APE1, TAMRA/BHQ-2 abasic DNA cleavage fluorescence; Potency, µM (highest dose often 65.8 µM), for the others: at the highest dose activity change, negative = inhibition, usual class: inhibitors; 350,000 compounds, 0.35% hits; AID 2517;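 note: potency is the fitted concentration of half-maximal effect; plate controls were vehicle for no effect and reference inhibitor for full effect; nearly all actives have a fitted effect of over 55% in size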
#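 Substrate: short duplex with […] THF abasic site, 5'-TAMRA and 3'-BHQ-2, 50 nM final. APE1 at 0.75 nM, preincubated 15 min RT with compound. Fluorescence increase from first to third read measured activity.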
# Starred values were filed as active, the others as inactive; i = inactive; ? = inconclusive; . = not tested or not shown; [ ] = remark or other dose. Unless noted, calls come from the whole dose curve; as a rule, active = well fitted curve in the direction sought with a large enough effect; inconclusive = small, poorly fitted or top-dose-only effect, or another doubt; inactive = no such curve, though single readings can be large; an effect the other way counts as inactive or inconclusive. Some of the compounds tested; the hit share may differ from the screen's.
1) O=C(Nc1ccccc1)OCCOc1cccc(Br)c1
2) CCOC(=O)c1cc(S(=O)(=O)NCc2ccc(Cl)cc2)[nH]n1
3) O=C(COc1ccccc1)NC1CCS(=O)(=O)C1 (stereo not drawn)
4) COc1ccc(CNC(=O)C2CCCN(S(=O)(=O)c3c(C)nn(C)c3C)C2)cc1 (stereo not drawn)
5) Nc1nonc1C(=O)N/N=C/c1cccc([N+](=O)[O-])c1
6) COC(=O)C(C)Oc1ccc(=O)[nH]n1 (stereo not drawn)
7) Nc1c(-c2ccccc2)cnc2c(-c3ccccc3)cnn12
8) COc1cccc(CN2CCN(Cc3ccc(C#CC(C)(C)O)s3)CC2CCO)c1 (stereo not drawn)
entry no.,1,2,3,4,5,6,7,8
Pol eta inh,-24%,-8%,-3%,-9%,-18%,-3%,-6%,-8%
Pol kappa inh,-9%,-9%[60.1 µM],-14%,9%,-2%,-8%,8%,1%
Pol iota inh,124%[activator],?,11%,-16%,110%[activator],7%,-2%,42%[activator]
RXFP1 antag,-10,-18,6,.,-8,-16,-5,-13
Tb PGK inh,-7%,0%,5%,-7%,i,1%,-8%,1%
Anesthetic bind,-17%,-3%,1%,0%,2%,-6%,17%,-5%
BLM inh,-10%,-2%,-3%,3%,3%,-2%,-5%,1%
Pol beta inh,-3%,35%,25%,-1%,30%,-4%,19%,2%
APEX1 inh,23%,.,11%,-6%,14%,8%,44%,-2%

# Compounds listed so far with nitrogen in an aromatic ring, in the order listed:
2) CCOC(=O)c1cc(S(=O)(=O)NCc2ccc(Cl)cc2)[nH]n1
4) COc1ccc(CNC(=O)C2CCCN(S(=O)(=O)c3c(C)nn(C)c3C)C2)cc1 (stereo not drawn)
5) Nc1nonc1C(=O)N/N=C/c1cccc([N+](=O)[O-])c1
6) COC(=O)C(C)Oc1ccc(=O)[nH]n1 (stereo not drawn)
7) Nc1c(-c2ccccc2)cnc2c(-c3ccccc3)cnn12
entry no.,2,4,5,6,7
Pol eta inh,-8%,-9%,-18%,-3%,-6%
Pol kappa inh,-9%[60.1 µM],9%,-2%,-8%,8%
Pol iota inh,?,-16%,110%[activator],7%,-2%
RXFP1 antag,-18,.,-8,-16,-5
Tb PGK inh,0%,-7%,i,1%,-8%
Anesthetic bind,-3%,0%,2%,-6%,17%
BLM inh,-2%,3%,3%,-2%,-5%
Pol beta inh,35%,-1%,30%,-4%,19%
APEX1 inh,.,-6%,14%,8%,44%

# More results follow:
9) COc1ccc(Cl)cc1C(=O)NCCCN1CCOCC1
10) Cc1ccc(S(=O)(=O)N2CCN(C(=O)CCN3C(=O)c4ccccc4C3=O)CC2)cc1C
11) COc1ccc(N(CC(=O)O)S(=O)(=O)c2c(C)n[nH]c2C)cc1
12) CCN(CC)c1ccc(/C=C/C(=O)c2ccc(Br)cc2)cc1
13) CC(C)c1ccc(S(=O)(=O)N2CCN(CC(O)CN3CCOCC3)CC2)cc1 (stereo not drawn)
14) Cc1nc(NS(=O)(=O)c2ccccc2)sc1NC(=O)Nc1ccccc1
15) Fc1ccc(Oc2nccc(-c3ccc(Cl)cc3)n2)cc1
16) CC(=O)NC(Cc1cnc[nH]1)C(=O)O (stereo not drawn)
entry no.,9,10,11,12,13,14,15,16
Pol eta inh,-19%,0%,3%,?,-21%,-1%,-23%,-8%
Pol kappa inh,-3%,-6%,-3%,-14%,8%,-15%,1%,-22%
Pol iota inh,118%[activator],142%[activator],-14%,?,10%,3%,-1%,?
RXFP1 antag,7,1,12,14,1,-2,-17,14
Tb PGK inh,-4%,4%,i,-8%,-3%,4%,i,-10%
Anesthetic bind,-6%,-23%,-3%,-2%,.,-9%,-6%,-6%
BLM inh,-3%,-6%,-5%,-19%,.,-3%,-2%,-1%
Pol beta inh,22%,18%,-16%,?,.,5%,1%,10%
APEX1 inh,20%,3%,7%,-6%,10%,4%,-3%,-6%

17) O=C(O)CN(CCOCCOCCN(CC(=O)O)CC(=O)O)CC(=O)O
18) COc1ccccc1N1CCN(C(=O)CCNS(=O)(=O)c2ccc(Br)s2)CC1
19) Cc1cc(C)n(-c2ccc(C(=O)OCc3ccccc3)cc2)n1
20) CCn1nc(CC(C)C)cc1C(=O)N1CCCC(Nc2ccc(OC)cc2)C1 (stereo not drawn)
21) Cc1ccc(NC(=O)C2CCN(S(=O)(=O)c3cccc4nonc34)CC2)c(Cl)c1
22) COc1ccc(-c2[nH]ncc2CN2CCC(OCc3cccnc3)CC2)c(F)c1
23) COc1ccc(S(=O)(=O)N(C)c2ccc(C(=O)Nc3ccccc3C(=O)N3CCOCC3)cc2)cc1OC
24) COc1ccc(C2CC(c3ccccc3)n3nnnc3N2)cc1 (stereo not drawn)
entry no.,17,18,19,20,21,22,23,24
Pol eta inh,1%[57.1 µM],-17%,-23%,3%,2%,0%,-6%,-3%
Pol kappa inh,5%[60.1 µM],-3%,-8%,-2%,-2%,-6%,-12%,-3%
Pol iota inh,-10%[58.9 µM],13%,45%[activator],-4%,-5%,10%,3%,6%
RXFP1 antag,4,-16,-21,-5,.,5,-13,-16
Tb PGK inh,.,7%,i,-3%,-2%,-5%,4%,-8%
Anesthetic bind,.,?,?,-5%,7%,-4%,-6%,-12%
BLM inh,.,-2%,-2%,0%,-5%,4%,-4%,-2%
Pol beta inh,-3%[57.1 µM],-1%,3%,18%,-23%,46%,0%,11%
APEX1 inh,4%,-1%,-1%,12%,.,7%,0%,-3%

25) CC(=O)N1c2ccc(S(=O)(=O)N3CCCC(C(=O)N4CCC(C)CC4)C3)cc2CC1C (stereo not drawn)
26) COc1ccc(S(=O)(=O)N(C)CC(=O)NCc2ccco2)cc1OC
27) CC(=O)NC1CC2CCCC(C1)N2C(=O)Nc1ccccc1C (stereo not drawn)
28) CCN(CC)C(=O)C(C)N(C#N)c1nc(C)cc(C)n1 (stereo not drawn)
29) Cc1ccc(S(=O)(=O)N(CC(=O)N2CCOCC2)c2ccc(C(C)C)cc2)cc1
30) COc1cc(CNc2ncn[nH]2)ccc1OCc1ccccc1C
31) O=C(CCN1C(=O)C2C3C=CC(C3)C2C1=O)N1CCN(c2ccc(F)cc2)CC1 (stereo not drawn)
32) CN1[C@@H]2CCC[C@H]1CC(NC(=O)c1nn(C)c3ccccc13)C2 (stereo partly drawn)
entry no.,25,26,27,28,29,30,31,32
Pol eta inh,-6%,-1%,11%,-17%,-16%,-5%,-15%,-15%
Pol kappa inh,-10%,-31%,-13%,0%,-12%,-22%,2%,16%
Pol iota inh,-20%,?,4%,32%[activator],82%[activator],28%,1%,39%[activator]
RXFP1 antag,.,3,7,-6,-9,3,-10,.
Tb PGK inh,-4%,2%,0%,-3%,0%,i,i,i
Anesthetic bind,-11%,-4%,.,-1%,-18%,?,-1%,.
BLM inh,1%,-13%,.,3%,-7%,-2%,0%,.
Pol beta inh,8%,18%,.,6%[57.1 µM],1%,12%,-13%,.
APEX1 inh,54%[activator],-7%,.,17%,14%,2%,3%,61%[activator]

33) O=C(CSc1ccc(Br)cc1)NCC1CCCO1 (stereo not drawn)
34) Cc1ccc(C)c(Cn2cnc3c(oc4ccccc43)c2=O)c1
35) CC(C)C[C@H](NC(=O)[C@@H]1CCCN1C(=O)[C@H](CO)NC(=O)[C@H](Cc1ccccc1)NC(=O)CNC(=O)[C@@H]1CCCN1C(=O)[C@@H]1CCCN1C(=O)[C@@H](N)CCCN=C(N)N)C(=O)O
36) C/C(=C\c1ccco1)C1C(C#N)=C(N)OC2=C1C(=O)CC(C)(C)C2 (stereo not drawn)
37) N#CCC(=O)Nc1ccc(C(=O)OC(C(=O)Nc2cc(C(F)(F)F)ccc2Cl)c2ccccc2)cc1 (stereo not drawn)
38) CC(=O)N1CCc2cc(S(=O)(=O)NC(Cc3ccccc3)C(=O)Nc3cc(C)cc(C)c3)ccc21 (stereo not drawn)
39) COc1ccc(C(C)(C)C)cc1S(=O)(=O)NCC1CCCO1 (stereo not drawn)
40) O=C(CSc1cccc2cccnc12)N/N=C/c1cccc(O)c1
entry no.,33,34,35,36,37,38,39,40
Pol eta inh,-19%,-2%,.,?,-7%,-6%,-6%,8%
Pol kappa inh,-5%,-2%,15%[60.1 µM],?,-13%,1%,1%,-24%
Pol iota inh,-3%,16%,.,?,1%,-4%,-1%,-8%
RXFP1 antag,5,-16,.,-13,-10,-15,2,1
Tb PGK inh,2%,-4%,.,-2%,-6%,i,i,5%
Anesthetic bind,-13%,-5%,-4%,-6%,.,-19%,.,?
BLM inh,0%,-4%,0%,-4%,.,-3%,.,-6%
Pol beta inh,-7%,2%,.,15%,.,1%,.,-10%
APEX1 inh,-1%,3%,0.5µM*,-10%,-3%,.,.,1%

41) COc1ccc(/C=C/C(=O)N2CCC(c3nc4ccccc4o3)CC2)cc1
42) COCCN(C(=O)Cn1c(C(F)(F)F)nc2ccccc21)c1c(N)n(Cc2ccccc2)c(=O)[nH]c1=O
43) OC(COCc1ccccc1F)CN1CCCCC1 (stereo not drawn)
44) CCCOc1ccc(C2(C(=O)O)CCCC2)cc1
45) CCOC(=O)c1cc2cc(OCc3ccccc3)ccc2nc1C
46) CC(C)(C)[C@@H]1C=C(C(=O)N2CCN(Cc3ccccc3)CC2)O[C@H](OCc2ccc(CO)cc2)C1
entry no.,41,42,43,44,45,46
Pol eta inh,-24%,?,0%,-18%,-16%,-9%
Pol kappa inh,-4%,-11%,3%,-11%,14%,-9%
Pol iota inh,23%,18%,0%,16%,-3%,?
RXFP1 antag,-28,-15,-17,6,-18,.
Tb PGK inh,-1%,-2%,i,-1%,-12%,6%
Anesthetic bind,-3%,-2%,.,2%,5%,-11%
BLM inh,-6%,-3%,.,-2%,-6%,-7%
Pol beta inh,-3%,17%,.,8%,15%,0%
APEX1 inh,.,-7%,.,-1%,3%,10%

# Screening data deposited in PubChem by National Center for Advancing Translational Sciences (NCATS).
